From PubChem
Eya2 inh – blocks the phosphatase activity of human Eya2; O00167; recombinant Eya2, OMFP fluorescence dephosphorylation (OMFP is methylfluorescein phosphate); Potency, µM (series often up to 76.9 µM), without a hit: at the top dose activity, negative = inhibition, hits mostly inhibitors; 0.006% of 330,000 active; note: potency is the fitted concentration of half-maximal effect; % is set by controls: 0 for no effect and ±100 for the full control effect
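Eya2 protein (added as 0.2 uM solution) was preincubated with compound for 10 min at ambient temperature in 50 mM HEPES pH 7.5, 50 mM NaCl, 5 uM MgCl2, 0.05% BSA, 1 mM DTT. OMFP (added at 50 uM) then reacted 10 min; fluorescence read at 485/525 nm.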
S-ASM inh – blocks human secretory acid sphingomyelinase; placental ASM, HMU-PC fluorogenic substrate, 60 min; Potency, µM (titrated, usually from 57.5 µM), without a hit: at the highest dose activity change, negative = inhibition, actives largely listed as inhibitors; 0.006% of 340,000 active; AID 504937; note: potency is the fitted concentration of half-maximal effect
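qHTS format. ASM enzyme prepared from human placenta hydrolyses the fluorogenic substrate HMU-PC0 (9 uM final) over 60 min at 37 °C after a 10 min compound preincubation.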
GALK inhibitor – inhibitors of human galactokinase. P51570. Purified GALK, Kinase-Glo residual ATP luminescence. Potency, µM (series often up to 57.5 µM), for the others: top-dose activity change, negative = inhibition, most hits filed as inhibitors. 0.007% of 270,000 active; note: potency is the fitted concentration of half-maximal effect; % is set by controls: 0 for no effect and ±100 for the full control effect
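ATP-depletion format; final 35 uM ATP, 100 uM D-galactose, 5 nM enzyme; pH 8.0 HEPES/Mg2+ buffer; 60 min RT; luminescence read 10 min after detection reagent.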
BCR signal inh – blocks chronic active B-cell receptor signaling; ABC-DLBCL IkBa-CBG/CBR reporter, luminescence ratio, 4 h; Potency, µM (highest dose often 46.1 µM), for inactives: top-dose ratio change, negative = lower green/red ratio, usual class: inhibitors; 0.05% of 340,000 active; active = well fitted inhibition curve with a large enough effect in the signal ratio, with a control signal flat, not every such curve was filed as active; inconclusive = small, poorly fitted or top-dose-only effect, or effect the other way, or a change in a side signal; the % refers to the signal ratio;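 note: potency is the fitted concentration of half-maximal effect; plate controls were basal doxycycline-induced cells for no effect and cells given 10 µM MG132 for full effect; MG132 reads +100%, hits lower the ratio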
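Doxycycline induced both beetle luciferases in TMD8 lymphoma cells; IKK-driven degradation limits the IkappaBalpha-fused green signal, while red luminescence normalises for cell number and nonspecific effects. Compounds tested up to 46 uM, 4 hrs.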
KCNH2 WT inh – inhibitors of human wildtype KCNH2 potassium channel | 0.37% of 340,000 active | Q12809 | activity change, % at 1.84 µM | U2OS, BacMam KCNH2, thallium flux FluxOr; active compounds read low;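 active = maximum activity change below -70%; inconclusive = maximum activity change between -70% and -50%; inactive = maximum activity change above -50%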; note: % is set by controls: 0 for no effect and ±100 for the full control effect
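U2OS cells were transduced with wild-type KCNH2 virus (2.03 x 10^8 / mL) for 4 h at room temperature, then cultured overnight at 37 C. Thallium flux was read with FluxOr dye. Rate constants were normalized to DMSO controls.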
TSHR antag – human thyrotropin receptor antagonism; P16473; TSHR-expressing cells, TSH-stimulated cAMP HTRF, 2 h; active compounds read low; activity change, negative = inhibition, % at 11.5 µM; 0.2% of 330,000 active; AID 504810;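 active = activity change below a set negative limit, meaning inhibition stronger than a set level, cut at about -70% in these data; inconclusive = activity change between two set negative limits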; note: % is set by controls: 0 for no effect and ±100 for the full control effect
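TSHR-expressing cells were treated with compounds, then stimulated with TSH at EC80 (4nM final) for 2 hours at 37 deg C. Cellular cAMP was measured by HTRF competition between lysate cAMP and cAMP-d2 for a cryptate-labelled anti-cAMP antibody.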
PKM2 activator – PKM2 (human) enzyme activation; Potency, µM (series often up to 57.5 µM), for inactives: top-dose activation, actives largely listed as activators; purified PKM2, Kinase-Glo ATP luminescence, activation; response scale: 0% is enzyme alone, no compound; 0.34% of 260,000 active; note: potency is the fitted concentration of half-maximal effect; % is set by controls: 0 for no effect and ±100 for the full control effect; nearly all actives have a fitted effect of over 55% in size
Target sequence (P14618 whole entry, looked up): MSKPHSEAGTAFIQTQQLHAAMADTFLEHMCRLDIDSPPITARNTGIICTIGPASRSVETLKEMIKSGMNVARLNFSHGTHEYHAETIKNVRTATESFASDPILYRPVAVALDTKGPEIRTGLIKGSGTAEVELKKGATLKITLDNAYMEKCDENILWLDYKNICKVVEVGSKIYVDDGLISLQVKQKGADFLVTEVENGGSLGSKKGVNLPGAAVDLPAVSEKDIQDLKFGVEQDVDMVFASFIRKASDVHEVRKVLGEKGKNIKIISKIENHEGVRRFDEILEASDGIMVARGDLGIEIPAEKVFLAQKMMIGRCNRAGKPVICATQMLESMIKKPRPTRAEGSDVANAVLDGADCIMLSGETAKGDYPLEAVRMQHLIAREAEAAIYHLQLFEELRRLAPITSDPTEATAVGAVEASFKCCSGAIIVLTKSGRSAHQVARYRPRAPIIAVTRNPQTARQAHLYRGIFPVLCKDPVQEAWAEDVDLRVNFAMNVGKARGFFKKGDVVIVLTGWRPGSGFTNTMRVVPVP
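Kinase-Glo luminescence reports ATP generated from ADP (0.1 mM) and PEP (0.5 mM) by purified hPK-M2 after 1 h at room temperature, pH 7.2 imidazole buffer; intermediate enzyme activity allows detecting inhibitors and activators.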
Menin MLL FP TR – displaces Texas Red mutant MLL peptide from human menin. 0.23% of 270,000 active. Potency, µM (series often up to 61.6 µM), for the others: top-dose FP activity change, negative = inhibition, usual class: inhibitors. O00255. Menin + Texas Red MLL mutant peptide, fluorescence polarization; active = well fitted inhibition curve with a large enough effect in the polarisation, with a control signal flat, not every such curve was filed as active; inconclusive = small, poorly fitted or top-dose-only effect, or effect the other way, or a change in a side signal; inactive = no such curve, though single readings can be large or run the other way; the % refers to the polarisation; note: potency is the fitted concentration of half-maximal effect; % of control where 0% means no effect; many of its hits are not listed in these tables
USP2a block – USP2a (human) protease inhibition | Potency, µM (highest dose often 38.3 µM), for the others: at the top dose activity change, negative = inhibition, hits mostly inhibitors | 0.01% of 330,000 active | USP2 core, Ub-CHOP2 coupled fluorogenic reporter, 485/531 | O75604;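 note: potency is the fitted concentration of half-maximal effect; plate controls were DMSO wells for no effect and full inhibition by NEM control for full effect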
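Cell-free coupled assay: 10nM USP2 core preincubated 30min RT with compound in Tris-HCl pH 8.0/CaCl2/CHAPS buffer, then 25nM Ub-CHOP2 and 25nM reporter substrate; fluorescence (Ex 485/Em 531) read after 60min RT, normalized to NEM inhibition, concentration-response curves fitted.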
MBNL1-CUG inh – blocks human MBNL1 binding to CUG repeat RNA | TR-FRET MBNL1-His/biotin-(CUG)12 binding, 665/545 ratio | Potency, µM (doses to about 57.5 µM), for inactives: top-dose activity change, negative = inhibition, hits mostly inhibitors | 0.036% of 280,000 active | Q9NR56; active = well fitted inhibition curve with a large enough effect in the signal ratio, with a control signal flat, not every such curve was filed as active; inconclusive = small, poorly fitted or top-dose-only effect, or effect the other way, or a change in a side signal; inactive = no such curve, though single readings can be large or run the other way; the % refers to the signal ratio; note: potency is the fitted concentration of half-maximal effect; % is set by controls: 0 for no effect and ±100 for the full control effect
Target sequence (Q9NR56 whole entry, looked up): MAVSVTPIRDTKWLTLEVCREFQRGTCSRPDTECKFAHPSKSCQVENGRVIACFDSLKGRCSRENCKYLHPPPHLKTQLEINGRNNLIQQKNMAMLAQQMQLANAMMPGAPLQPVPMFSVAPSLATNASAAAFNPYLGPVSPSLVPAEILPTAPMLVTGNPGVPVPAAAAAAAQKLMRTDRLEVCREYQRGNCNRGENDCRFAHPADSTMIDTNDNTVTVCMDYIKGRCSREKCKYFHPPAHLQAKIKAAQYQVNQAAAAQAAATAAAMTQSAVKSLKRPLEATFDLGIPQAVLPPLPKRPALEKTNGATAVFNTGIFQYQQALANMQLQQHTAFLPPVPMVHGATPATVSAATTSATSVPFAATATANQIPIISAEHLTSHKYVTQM
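Compounds (final 92 nM to 58 uM) are added to His-tagged MBNL1 and biotin-(CUG)12, then terbium anti-His antibody and streptavidin-XL665 (5 nM final). After 60 min at room temperature, the 665/545 nm ratio is read.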
Mito fusion act – mitochondrial division inhibition or fusion activation | S. cerevisiae fusion-defective mutant growth rescue, CellTiterGlo 48 h | Potency, µM (titrated, usually from 46.1 µM), for inactives: at the highest dose growth rescue (activation), actives largely listed as activators | 0.23% of 320,000 active;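 note: potency is the fitted concentration of half-maximal effect; % of control where 0% means no effect; nearly all actives have a fitted effect of over 45% in size; temperature-sensitive fusion mutants such as fzo1-1 at 37 °C on non-fermentable ethanol glycerol medium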
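Read-out: ATP-based luminescence (CellTiterGlo, 10 min ambient) reporting growth of fusion-defective ts yeast after 48 hours at 37C on glycerol/ethanol YPEG medium in the presence of compound.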
* = called active by the depositor; i = inactive; ? = inconclusive; . = no result given; [ ] = dose if it differs, or a comment. Unless noted, calls come from the whole dose curve; as a rule, active = well fitted curve in the direction sought with a large enough effect; inconclusive = small, poorly fitted or top-dose-only effect, or another doubt; inactive = no such curve, though single readings can be large; an effect the other way counts as inactive or inconclusive. Only part of the results is shown; rates above refer to the full screens.

The first 5 entries, ahead of the listing:
SMILES | Eya2 inh | S-ASM inh | GALK inhibitor | BCR signal inh | KCNH2 WT inh | TSHR antag | PKM2 activator | Menin MLL FP TR | USP2a block | MBNL1-CUG inh | Mito fusion act
N/C(CSc1ncccc1C(F)(F)F)=N\O | -22% | 2% | -2% | -4% | 0 | -3 | 1% | . | 0% | . | 8%
CCOC(=O)N1CCC(n2c(=S)[nH]c3cc(OC)c(OC)cc3c2=O)CC1 | 11% | -3% | 1% | 2% | 7 | -8 | 1% | 18% | 3% | -4% | -3%
CCCCNC(=O)C1Cc2cc(S(=O)(=O)N3CCCCC3)ccc2N1C(C)=O (stereo not drawn) | -4% | 3% | 1% | 7% | -15 | 14 | . | . | -4% | 4% | -1%
CC(C)(C)c1ccc(CNc2cc(N3CCOCC3)ccc2[N+](=O)[O-])cc1 | -20% | -25% | -1% | 1% | -7 | -17 | -2% | -7% | 1% | 4% | -6%
COc1ccccc1N(C(=O)CNC(=O)c1ccco1)C(C(=O)NCC1CCCO1)c1ccccc1 (stereo not drawn) | 12% | -1% | 5% | 0% | -5 | 3 | . | . | -5% | -1% | -1%

Results, from the first entry:
SMILES | Eya2 inh | S-ASM inh | GALK inhibitor | BCR signal inh | KCNH2 WT inh | TSHR antag | PKM2 activator | Menin MLL FP TR | USP2a block | MBNL1-CUG inh | Mito fusion act
N/C(CSc1ncccc1C(F)(F)F)=N\O | -22% | 2% | -2% | -4% | 0 | -3 | 1% | . | 0% | . | 8%
CCOC(=O)N1CCC(n2c(=S)[nH]c3cc(OC)c(OC)cc3c2=O)CC1 | 11% | -3% | 1% | 2% | 7 | -8 | 1% | 18% | 3% | -4% | -3%
CCCCNC(=O)C1Cc2cc(S(=O)(=O)N3CCCCC3)ccc2N1C(C)=O (stereo not drawn) | -4% | 3% | 1% | 7% | -15 | 14 | . | . | -4% | 4% | -1%
CC(C)(C)c1ccc(CNc2cc(N3CCOCC3)ccc2[N+](=O)[O-])cc1 | -20% | -25% | -1% | 1% | -7 | -17 | -2% | -7% | 1% | 4% | -6%
COc1ccccc1N(C(=O)CNC(=O)c1ccco1)C(C(=O)NCC1CCCO1)c1ccccc1 (stereo not drawn) | 12% | -1% | 5% | 0% | -5 | 3 | . | . | -5% | -1% | -1%
Cc1ccc(N2CC(=O)N(NC(=O)Nc3ccc(Cl)c(Cl)c3)CC2=O)cc1 | -5% | 0% | 4% | 1% | -3 | 1 | -1% | . | 0% | -4% | -1%
O=C(NC(NNc1ccc([N+](=O)[O-])cc1)(C(F)(F)F)C(F)(F)F)c1ccc(F)cc1 | -6% | -20% | 1% | ? | 2 | -9 | ? | ? | 4% | 15% | 6%
COc1ccc(N2CCN(C(=O)[C@H](C)N3C(=O)C4CC=CCC4C3=O)CC2)cc1 (stereo partly drawn) | 8% | -1% | . | 3% | -1 | 6 | . | . | 2% | . | .
Cc1cc(C)c2c(c1)SC1=NC(c3ccccc3)(C(F)(F)F)NC(=O)N12 (stereo not drawn) | 4% | 2% | -2% | -16% | 0 | 4 | -1% | -18% | -1% | -2% | 11%
CC(C)=CC(=O)Nc1ccc(S(=O)(=O)Nc2onc(C)c2C)cc1 | 7% | 2% | 8% | -1% | -5 | 6 | 0%[11.5 µM] | 9% | 0% | 2% | -2%
O=c1[nH][nH]cc1C=Nc1ccc(Cl)cc1Cl | 9% | 3% | 6% | 2% | -11 | -3 | -2% | 2% | 2% | 0% | 4%
Cc1ccc(C(=O)N2CCN(c3ccc(F)cc3)CC2)cc1S(=O)(=O)N1CCCCC1 | -6% | -3% | 6% | 2% | 2 | -14 | -6% | . | 1% | -9% | 4%
CC(C)CSC1=NSC2=NC(=O)/C(=C\c3coc4ccccc4c3=O)C(=N)N12 | ? | -14% | -25% | ? | -16 | -25 | 1% | ? | ? | -2% | 0%
CCOC(=O)c1ccc(NC(=S)NCCCn2ccnc2)cc1 | 0% | -2% | 4% | 16% | -3 | 9 | -6% | -22% | 0% | -7% | 0%
Cc1cccc(CNc2ncnc3ccc(-c4cccc(Cl)c4)cc23)c1 | 1% | . | . | -25% | . | 2 | . | . | -2% | . | 21%
CCCCN(CC)S(=O)(=O)c1ccc(C(=O)Nc2nnc(CSC)o2)cc1 | 8% | -1% | 3% | 12% | 19 | 2 | -1% | 47%[activator] | 1% | -10% | -14%
O=C(O)c1ccc2c(c1)C(=O)N(c1ccccc1-c1ccccc1)C2=O | 13% | 7% | 1% | 1% | 4 | -15 | -4% | 18% | 12% | ? | 0%
CC(=O)n1cc([C@H]2C=C(C(=O)O)O[C@@H](OCCCCO)C2)c2ccccc21 | 4% | 2% | -1% | 4% | -29 | 23 | 5% | 1% | 2% | -7% | -4%
Cc1ccc(C(OCC(O)CNC(C)c2ccccc2)c2ccccc2)cc1 (stereo not drawn) | -5% | -1% | 8% | ? | 17 | -1 | 1% | ? | 3% | -2% | 0%
O=C(/C=C/c1cccc([N+](=O)[O-])c1)OCC(=O)N1CCN(C(=O)c2ccco2)CC1 | 3% | 0% | . | 4% | 6 | 7 | . | . | 0% | . | .
c1ccc2c(c1)Oc1ccccc1S2 | 1% | 0% | . | -10% | 4 | -10 | . | . | 0% | . | -8%
O=C(/C=C/c1ccc(Cl)cc1)NC(=S)Nc1ccccc1C(=O)O | -24% | 2% | . | ? | 3 | 0 | 4% | . | 6% | 7% | -9%
CCn1ncc(Cl)c1C(=O)NC(C)c1ccccc1 (stereo not drawn) | -34% | -2% | -1% | -5% | -16 | 22 | -2% | 25% | 0% | -2% | 0%
COc1ccc(/C=N\NC(=O)COc2ccccc2)c(C(=O)O)c1OC | 2% | 1% | 0% | -5% | 1 | 8 | -5% | -8% | 3% | -3% | 0%
COc1ccc2nc(N/C(N)=N/C(=S)Nc3cccc(C)c3)nc(C)c2c1 | -3% | 24% | -4% | 0% | 3 | -1 | -4% | 11% | -2% | 110%[activator] | 25%
O=C(NCC(c1cccs1)N1CCOCC1)c1cc(=O)[nH]c2ccccc12 (stereo not drawn) | -13% | 0% | . | 1% | -1 | -1 | . | . | -1% | . | -2%
CCOC(=O)CSc1ccc2nnc(-c3cccs3)n2n1 | -1% | 5% | -2% | -12% | -1 | 4 | -8% | -8% | 0% | 57%[activator] | -1%
O=C1C2C3C=CC(C3)C2C(=O)N1c1n[nH]c(CCc2ccccc2)n1 (stereo not drawn) | 0% | 1% | 0% | 16% | 5 | 7 | 0% | 13% | 2% | 2% | -4%
Cc1ccccc1NC(=O)CSCCN1C(=O)c2ccccc2C1=O | -3% | -1% | 1% | -8% | i | -3 | -13% | 2% | -3% | 0% | 5%
CC1(C)C2CC=C(/C=N/NC(=O)c3ccccc3Br)C1C2 (stereo not drawn) | -12% | 0% | 0% | ? | . | 2 | -17% | -2% | 6% | -2% | 4%
CNC(=O)C(=O)Nc1c(O)c2ccccc2[nH]c1=O | -1% | 6% | . | -3% | 5 | -1 | -2% | . | -6% | 4% | -1%
CCCN(CCC)Cc1c(C(=O)N/N=C/c2ccc(C)o2)nnn1-c1nonc1N | -2% | ? | -1% | 4% | -6 | -16 | -4% | 0% | -1% | 19% | -7%
O=C(O)c1cccc(S(=O)(=O)Nc2cccc(S(=O)(=O)Nc3ccc(Br)cc3)c2)c1 | -4% | 62%[activator] | . | -1% | 2 | 10 | . | . | -1% | . | -6%
CN(Cc1c(C(=O)N/N=C/c2cccc(F)c2)nnn1-c1nonc1N)C1CCCCC1 | 1% | 3% | -10% | 3% | 9 | 6 | . | ? | 2% | 7% | -4%
O=C(Nc1ccc(Nc2ccccc2)cc1)C1CC1 | 19% | 0% | 2% | -21% | -7 | 7 | -4% | ? | 1% | -3% | 21%
